High-throughput results (PubChem BioAssay)
Pol iota inh = DNA polymerase iota (human) inhibition; Potency, µM (doses to about 115 µM), for the others: top-dose activity, negative = inhibition, most hits filed as inhibitors; AID 588590; Pol iota fluorescent replication assay, 10 min; hit rate 1% among 390,000; note: potency is the fitted concentration of half-maximal effect
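Fluorescent replication assay read twice, at 0 min and 10 min after adding 50 nM (final) substrate. Enzyme (10 nM) and compounds were first incubated 15 min at room temperature; enzyme-free buffer wells were negative controls.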
Pol eta inh = blocks human DNA polymerase eta activity | Q9Y253 | recombinant Pol eta, fluorescent DNA replication assay | Potency, µM (titrated, usually from 114 µM), for the others: top-dose activity change, negative = inhibition, most hits filed as inhibitors | hit rate 1.2% among 390,000; note: potency is the fitted concentration of half-maximal effect; % is set by controls: 0 for no effect and ±100 for the full control effect
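Pol eta (10 nM) was preincubated with compounds for 15 min at room temperature, after which fluorescent replication substrate (50 nM final) was added to start the reaction. Fluorescence was read kinetically at 0 and 10 min.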
Pol kappa inh = inhibitors of human DNA polymerase kappa; Q9UBT6; purified Pol kappa, fluorescent DNA synthesis assay, 10 min; Potency, µM (doses to about 107 µM), without a hit: at the top dose activity, negative = inhibition, actives largely listed as inhibitors; hit rate 0.53% among 400,000; AID 588579; note: potency is the fitted concentration of half-maximal effect; % is set by controls: 0 for no effect and ±100 for the full control effect
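10 nM Pol kappa was preincubated with compounds for 15 min at room temperature. Reaction started with 50 nM (final) substrate. Fluorescence read kinetically at 0 and 10 min.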
LDHA block = inhibitors of human lactate dehydrogenase A; P00338; purified LDHA, NADH/diaphorase-resazurin fluorescence; stronger effect = lower value; activity change, % (values are at about 110 or 230 µM); hit rate 0.15% among 480,000; AID 1347041; in the data active = activity change below about -30%; inconclusive = mostly about -25% to -30%;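 note: plate controls were DMSO wells for no effect and wells without enzyme for full effect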
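Remaining NADH was detected by diaphorase (0.133 mg/mL) converting 37 µM resazurin to fluorescent resorufin, read at 0 and 20 minutes. The preceding 5-minute room-temperature reaction used 2 nM LDHA, 0.2 mM sodium pyruvate and 0.06 mM NADH at pH 7.4.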
APEX1 inh = blocks human APE1 abasic DNA cleavage; Potency, µM (titrated, usually from 65.8 µM), inactives show at the highest dose activity change, negative = inhibition, hits mostly inhibitors; recombinant APE1, TAMRA/BHQ-2 abasic DNA cleavage fluorescence; AID 2517; P27695; hit rate 0.35% among 350,000;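 note: potency is the fitted concentration of half-maximal effect; plate controls were vehicle for no effect and reference inhibitor for full effect; nearly all actives have a fitted effect of over 55% in size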
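Enzyme (0.75 nM final) and test compound are incubated 15 min at room temperature before adding 50 nM quenched THF abasic-site duplex. Cleavage dequenches TAMRA, followed at 525/598 nm over three reads one minute apart.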
GRP78 ERSR act = inducers of ER stress response in human glioma cells | hit rate 0.02% among 420,000 | U87-MG GRP78 promoter luciferase reporter, 16 h | AID 602332 | Potency, µM, for the others: top-dose activation, actives largely listed as activators; note: potency is the fitted concentration of half-maximal effect; series mostly up to about 76 µM; % of control where 0% means no effect; nearly all actives have a fitted effect of over 35% in size
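ERSR induction read as luciferase luminescence (Bright-Glo, 10 min at room temperature) in stably transfected human U87-MG glioma cells exposed to compounds for 16 h, using GRP78 as sensor.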
POLB inh = inhibitors of human DNA polymerase beta. AID 485314. Pol beta primer extension/strand displacement, fluorescence kinetic. P06746. hit rate 1.3% among 340,000. Potency, µM (highest dose often 114 µM), for inactives: at the top dose activity change, negative = inhibition, usual class: inhibitors; note: potency is the fitted concentration of half-maximal effect; % is set by controls: 0 for no effect and ±100 for the full control effect
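Enzyme-only controls used 10 nM Pol beta; buffer lacking enzyme served as negative control. Compound preincubated 15 min, then 50 nM substrate added; 0 and 10 min reads at room temperature.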
BLM helicase inh = Bloom syndrome helicase (human) inhibition; hit rate 0.2% among 350,000; recombinant BLM DNA unwinding, fluorescence dequenching; Potency, µM (top dose mostly 56.1 µM), without a hit: top-dose activity change, negative = inhibition, usual class: inhibitors; AID 2528; P54132;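 note: potency is the fitted concentration of half-maximal effect; plate controls were vehicle for no effect and no enzyme for full effect; nearly all actives have a fitted effect of over 35% in size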
Target sequence (P54132 whole entry, looked up): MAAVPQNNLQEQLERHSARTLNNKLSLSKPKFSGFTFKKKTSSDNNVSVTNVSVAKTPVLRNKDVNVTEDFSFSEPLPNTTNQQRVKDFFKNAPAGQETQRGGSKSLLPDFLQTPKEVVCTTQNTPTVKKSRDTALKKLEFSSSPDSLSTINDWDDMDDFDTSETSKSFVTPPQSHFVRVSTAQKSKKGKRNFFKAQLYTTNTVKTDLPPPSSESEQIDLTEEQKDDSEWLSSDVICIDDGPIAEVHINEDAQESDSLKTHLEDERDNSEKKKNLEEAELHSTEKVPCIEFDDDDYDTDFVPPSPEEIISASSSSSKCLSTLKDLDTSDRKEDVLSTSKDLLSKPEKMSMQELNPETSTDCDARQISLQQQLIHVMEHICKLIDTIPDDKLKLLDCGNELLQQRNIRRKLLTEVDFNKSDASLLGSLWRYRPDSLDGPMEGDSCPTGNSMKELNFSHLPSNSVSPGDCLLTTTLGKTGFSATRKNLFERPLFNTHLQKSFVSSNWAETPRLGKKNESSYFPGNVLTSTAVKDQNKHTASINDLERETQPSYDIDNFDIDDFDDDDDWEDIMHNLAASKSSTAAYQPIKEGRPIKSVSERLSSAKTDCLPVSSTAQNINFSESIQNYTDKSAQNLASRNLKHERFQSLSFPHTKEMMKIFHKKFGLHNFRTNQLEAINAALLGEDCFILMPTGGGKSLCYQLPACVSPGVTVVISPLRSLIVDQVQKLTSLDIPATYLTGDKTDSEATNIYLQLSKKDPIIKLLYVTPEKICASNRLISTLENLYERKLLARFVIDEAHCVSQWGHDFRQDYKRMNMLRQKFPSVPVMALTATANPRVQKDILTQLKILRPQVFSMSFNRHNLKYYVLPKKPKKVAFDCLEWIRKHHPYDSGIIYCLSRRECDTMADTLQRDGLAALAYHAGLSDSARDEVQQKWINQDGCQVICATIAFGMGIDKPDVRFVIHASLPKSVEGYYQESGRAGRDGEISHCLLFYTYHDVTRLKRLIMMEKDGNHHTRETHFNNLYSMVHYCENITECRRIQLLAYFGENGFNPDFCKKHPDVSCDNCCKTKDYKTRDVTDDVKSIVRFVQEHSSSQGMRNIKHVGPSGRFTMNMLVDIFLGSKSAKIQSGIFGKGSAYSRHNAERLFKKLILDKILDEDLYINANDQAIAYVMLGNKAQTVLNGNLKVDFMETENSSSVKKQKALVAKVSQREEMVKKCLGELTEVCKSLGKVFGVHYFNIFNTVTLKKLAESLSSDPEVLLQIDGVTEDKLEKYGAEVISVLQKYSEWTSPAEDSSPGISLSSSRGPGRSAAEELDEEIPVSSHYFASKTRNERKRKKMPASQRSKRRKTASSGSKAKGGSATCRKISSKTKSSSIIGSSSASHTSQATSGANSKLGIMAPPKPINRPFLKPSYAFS
Apoferritin bind = binds horse apoferritin like a general anesthetic; apoferritin/1-aminoanthracene competitive binding, fluorescence; hit rate 0.074% among 350,000; Potency, µM (highest dose often 77.5 µM), for inactives: at the top dose activity change, negative = displacement, actives largely listed as inhibitors; P02791; note: potency is the fitted concentration of half-maximal effect; % is set by controls: 0 for no effect and ±100 for the full control effect; nearly all actives have a fitted effect of over 20% in size
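Concentration-response curves derived by four-parameter Hill fitting of normalized fluorescence, where compounds displaced 1-AMA from 10 uM horse apoferritin following a brief 10 min room-temperature incubation; propofol titration acted as positive control.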
Active calls of the source: *; ? = inconclusive; nt = not tested or not shown; & = joins results of further samples; [ ] = dose if it differs, or a comment. Unless noted, calls come from the whole dose curve; as a rule, active = well fitted curve in the direction sought with a large enough effect; inconclusive = small, poorly fitted or top-dose-only effect, or another doubt; inactive = no such curve, though single readings can be large; an effect the other way counts as inactive or inconclusive. A portion of the library, so the mix of outcomes need not match the whole.

SMILES | Pol iota inh | Pol eta inh | Pol kappa inh | LDHA block | APEX1 inh | GRP78 ERSR act | POLB inh | BLM helicase inh | Apoferritin bind
O=c1/c(=C/c2ccc([N+](=O)[O-])cc2)sc2n1CCCN=2 | 17% | -19% | -6% | 2 | 2% | ? | 15% | 4% | -17%
COc1ccc(-c2c(O)c3c(OC)c4c(cc3oc2=O)OC(C)(C)CC4)cc1 | nt | nt | ? | nt | -4% | 8% | nt | 0% | -7%
Cc1cccc(C(=O)Oc2ccc(/C=N/NC(=O)c3ccc(O)cc3)cc2)c1 | 16% | -14% | -13% | -4 | 19% | -1% | 10% | -6% | -24%
CC(C)(C)n1nnnc1C(c1cc2cc3c(cc2[nH]c1=O)OCCO3)N1CCSCC1 (stereo unspecified) | 31%[activator] | -16% | -12%[60.1 µM] | -3 | 13% | 0% | 20% | -2% | -8%
COc1ccc(CCNC(=O)c2ccccc2SC)cc1 | 96%[activator] | -3% | -15% | -6 | 2% | 1% | 1% | -13% | -2%
N#Cc1cc(S(=O)(=O)c2ccc(Cl)cc2)c(N)[nH]c1=O | 30% | 3% | 2% | -5 | -3% | -2% | 2% | 1% | -6%
C=CCSc1nnc(-c2ccc([N+](=O)[O-])cc2)o1 | -10% | -4% | -8% | -3 | -4% | -1% | 5% | -1% | -15%
C/C(=N\NC(=O)c1ccc(CSc2nncn2C)cc1)c1cccs1 | 20% | -1% | -9% | -7 | 5% | -5% | 15% | 1% | 0%
COC(=O)c1ccc(NC(C(=O)OC)C(C)C)c([N+](=O)[O-])c1 (stereo unspecified) | 13% | -9% | -14% | -7 | 3% | -3% | 28% | -3% | ?
Clc1ccc(-c2nnc(-c3ccc(Br)cc3)c(N3CCSCC3)n2)cc1 | 20% | -18% | -3% | -2 | -6% | -2% | 1% | 1% | -16%
O=C(Nc1ncc([N+](=O)[O-])s1)c1ccco1 | 22% | -5% | -10% | 1 | 30% | -9% | -6% | -2% | -5%
COC(=O)c1cccc(NC(=O)c2onc3c2CCCC3)c1 | 19% | -15% | -23% | 0 | 12% | -10% | 17% | 0% | 3%
COC(=O)Nc1cc(C)nc2ccccc12 | 0% | -4% | -4% | -6 | -1% | 0% | 2% | 19% | -11%
NC(=O)N/N=C/c1coc2ccc(O)cc2c1=O | 12% | 5% | 1% | 3 | ? | -6% | 7% | -2% | 0%
O=C(Nc1nc(-c2ccccc2)ns1)c1ccc(Cl)cc1 | ? | -15% | -8%[60.1 µM] | -15 | nt | 0% | -2% | -2% | 4%
CN(C)S(=O)(=O)N(CC(=O)Nc1cccc(F)c1)c1ccccc1 | ? | -28% | -17% | -3 | ? | -2% | ? | -18% | -8%
Cc1[nH]n(-c2ccc(C(=O)O)cc2)c(=O)c1CCO | 8% | -7% | 0% | 27 | ? | -2% | 3% | -5% | 1%
O=C(NCC(c1cccs1)N1CCOCC1)c1cc(-c2ccc(F)cc2)nc2ccccc12 (stereo unspecified) | 32%[activator] | -20% | -4% | 1 | -6% | -3% | 3% | -9% | -24%
O=C(Nc1cc(S(=O)(=O)N2CCOCC2)ccc1N1CCOCC1)c1ccc(Cl)nc1 | 15% | 15% | 11% | -3 | 4% | 1% | -1% | -3% | -11%
O=c1[nH]ncc(N/N=C/c2ccccc2)c1Cl | 11% | -2% | -6% | -2 | -2% | 6% | -7% | -11% | -11%
C=CCOc1cc(OC)c(OC)c(OC)c1 | ? | -6% | -9% | 2 | -1% | 0% | -17% | -1% | 1%
COc1ccc(Cc2noc(CN3CCN(c4ccc(Cl)cn4)CC3)n2)cc1OC | 69%[activator] | -15% | -5% | 0 | -6% | -2% | 4% | -1% | -9%
Cc1c(C(=O)NC(=S)Nc2cccnc2)cccc1[N+](=O)[O-] | 8% | 13% | 8% | 1 | -9% | -3% | -15% | -7% | -1%
OCC[C@H]1NCc2cc(CO)cc(-c3ccccc3)c21 | -20% | -11% | -3% | 3 | nt | -2% | nt | nt | nt
CCCn1c(-c2cccs2)nc2c1c(=O)[nH]c(=O)n2Cc1ccccc1 | 4% | 0% | 7% | -6 | -2% | -3% | 3% | -5% | -12%
Cc1cc2c(c(=O)n1Cc1ccco1)C(c1cccnc1)C(C#N)=C(N)O2 (stereo unspecified) | ? | 1% | -42% | 3 | 2% | -2% | 3% | -2% | -13%
CCC(OC(=O)c1ccco1)C(=O)NCc1ccco1 (stereo unspecified) | 8% | 15% | -4% | -3 | -2% | -7% | 41% | -2% | -8%
Cn1c(SCC(=O)c2cccs2)nnc1-c1ccco1 | 29% | -15% | -17% | -2 | 4% | 5% | -13% | -8% | -22%
Cc1nc2c(C#N)cnn2c2c1CCNN2C | 103%[activator] | 2% | 0% | -8 | 18% | 0% | 60% | -7% | -7%
CCOC(=O)c1ccccc1NC(=O)c1sc2nc3n(c(=O)c2c1C)CCCCC3 | 24% | -3% | -6% | -6 | nt | 2% | 25% | 1% | 2%
COC(=O)c1sccc1S(=O)(=O)N(CC(=O)NCc1ccccc1)c1ccc(C)cc1 | 20% | -15% | 0% | -3 | nt | 1% | -2% | 1% | -2%
Cc1cccc2cc(-c3nc4c(C)cccn4c3NCc3ccco3)c(=O)[nH]c12 | 11% | -17% | -4% | -5 | -5% | -1% | 20% | 1% | -9%
CCCCn1c(SCC(=O)Nc2cc(C)on2)nnc1-c1ccncc1 | 29% | -7% | -17% | 2 | 0%[12.4 µM] | 0% | 38% | 3% | -3%
CCOC(=O)C1=C(COC(=O)CCc2ccc(CC)cc2)NC(=O)NC1C (stereo unspecified) | -6% | -18% | -1% | -3 | -11% | -4% | nt | nt | nt
Cc1ccc(NC(=O)CCNS(=O)(=O)c2ccc(Br)s2)cc1 | 76%&-1%[activator] | -3%&-11% | -26%&6% | -1&2 | -19% | -5%&-1% | 9%&9% | -1%&-5% | -9%&-16%
CSc1ccccc1NC(=O)CN(c1cccc(C)c1)S(C)(=O)=O | -2% | -14% | 4% | 12 | -6% | -2% | 2% | -1% | -20%
CCCCn1c(N)c(N(CC(C)C)C(=O)COC(=O)Cc2c(C)nc3ccccc3c2C)c(=O)[nH]c1=O | 14% | -17% | 4% | -2 | -4% | -3% | 10% | -7% | -11%
Cc1ccc(C(CC(=O)NCc2ccco2)c2ccccc2)c(O)c1 (stereo unspecified) | 11% | -14% | 2% | 0 | 2% | -3% | 26% | -5% | -19%
CC(C)N(Cc1ccccc1)C(=O)COC(=O)c1ccc(S(=O)(=O)N2CCOCC2)cc1 | 72%[activator] | -16% | -2% | -1 | -3% | -4% | nt | nt | nt
CCCCCCN1CC(=O)N2Cc3[nH]c4ccccc4c3C[C@H]2C1=O | -10% | -18% | 5% | 5 | 9% | 1% | -26% | -8% | 7%
COc1ccc(OC)c(Nc2ccc(Nc3cc(OC)ccc3OC)nn2)c1 | 34%[activator] | -10% | -20% | 11 | -5% | -3% | -21% | -12% | -18%
Cc1nn(-c2cc(C)c3ccccc3n2)c2c1C1C(C2)C1(C)C (stereo unspecified) | 35%[activator] | -10% | -2% | -1 | 3% | -2% | 3% | 2% | 2%
CSc1nc(=O)n2cccc(C)c2n1 | 13% | -7% | -5% | 2 | -8% | -2% | -2% | 1% | -7%

For reference, part of the list above:
SMILES | Pol iota inh | Pol eta inh | Pol kappa inh | LDHA block | APEX1 inh | GRP78 ERSR act | POLB inh | BLM helicase inh | Apoferritin bind
C=CCOc1cc(OC)c(OC)c(OC)c1 | ? | -6% | -9% | 2 | -1% | 0% | -17% | -1% | 1%
COc1ccc(Cc2noc(CN3CCN(c4ccc(Cl)cn4)CC3)n2)cc1OC | 69%[activator] | -15% | -5% | 0 | -6% | -2% | 4% | -1% | -9%
Cc1c(C(=O)NC(=S)Nc2cccnc2)cccc1[N+](=O)[O-] | 8% | 13% | 8% | 1 | -9% | -3% | -15% | -7% | -1%
OCC[C@H]1NCc2cc(CO)cc(-c3ccccc3)c21 | -20% | -11% | -3% | 3 | nt | -2% | nt | nt | nt
CCCn1c(-c2cccs2)nc2c1c(=O)[nH]c(=O)n2Cc1ccccc1 | 4% | 0% | 7% | -6 | -2% | -3% | 3% | -5% | -12%
Cc1cc2c(c(=O)n1Cc1ccco1)C(c1cccnc1)C(C#N)=C(N)O2 (stereo unspecified) | ? | 1% | -42% | 3 | 2% | -2% | 3% | -2% | -13%
CCC(OC(=O)c1ccco1)C(=O)NCc1ccco1 (stereo unspecified) | 8% | 15% | -4% | -3 | -2% | -7% | 41% | -2% | -8%
Cn1c(SCC(=O)c2cccs2)nnc1-c1ccco1 | 29% | -15% | -17% | -2 | 4% | 5% | -13% | -8% | -22%
Cc1nc2c(C#N)cnn2c2c1CCNN2C | 103%[activator] | 2% | 0% | -8 | 18% | 0% | 60% | -7% | -7%
CCOC(=O)c1ccccc1NC(=O)c1sc2nc3n(c(=O)c2c1C)CCCCC3 | 24% | -3% | -6% | -6 | nt | 2% | 25% | 1% | 2%
COC(=O)c1sccc1S(=O)(=O)N(CC(=O)NCc1ccccc1)c1ccc(C)cc1 | 20% | -15% | 0% | -3 | nt | 1% | -2% | 1% | -2%
Cc1cccc2cc(-c3nc4c(C)cccn4c3NCc3ccco3)c(=O)[nH]c12 | 11% | -17% | -4% | -5 | -5% | -1% | 20% | 1% | -9%
CCCCn1c(SCC(=O)Nc2cc(C)on2)nnc1-c1ccncc1 | 29% | -7% | -17% | 2 | 0%[12.4 µM] | 0% | 38% | 3% | -3%
